High-throughput results as filed in PubChem.
TRPC4 PAM – allosteric potentiators of mouse TRPC4 channel | HEK293 TRPC4beta/mu-opioid, DAMGO EC20, Fluo-4 Ca2+ flux; stronger effect = higher value | Q9QUQ5 | B-score at 10 µM | AID 2227 | 310,000 compounds, 0.42% hits;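 active means B-score of calcium response area above 5 SD of library B-scores, with initial fluorescence ratio within 5 SD of library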;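 further: B-score of integrated fluorescence ratio over time as area under calcium response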
TRPC6 act – mouse TRPC6 channel activation; HEK293-TRPC6 membrane potential dye fluorescence; stronger effect = higher value; 310,000 compounds, 0.13% hits; AID 2550; B-score at 10 µM; Q61143;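 active means B-score of the integrated fluorescence ratio above library mean plus 3 SD, and starting fluorescence ratio within library mean plus 5 SD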;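 further: higher score means more depolarization so channel activation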
Target sequence (Q61143 whole entry, looked up): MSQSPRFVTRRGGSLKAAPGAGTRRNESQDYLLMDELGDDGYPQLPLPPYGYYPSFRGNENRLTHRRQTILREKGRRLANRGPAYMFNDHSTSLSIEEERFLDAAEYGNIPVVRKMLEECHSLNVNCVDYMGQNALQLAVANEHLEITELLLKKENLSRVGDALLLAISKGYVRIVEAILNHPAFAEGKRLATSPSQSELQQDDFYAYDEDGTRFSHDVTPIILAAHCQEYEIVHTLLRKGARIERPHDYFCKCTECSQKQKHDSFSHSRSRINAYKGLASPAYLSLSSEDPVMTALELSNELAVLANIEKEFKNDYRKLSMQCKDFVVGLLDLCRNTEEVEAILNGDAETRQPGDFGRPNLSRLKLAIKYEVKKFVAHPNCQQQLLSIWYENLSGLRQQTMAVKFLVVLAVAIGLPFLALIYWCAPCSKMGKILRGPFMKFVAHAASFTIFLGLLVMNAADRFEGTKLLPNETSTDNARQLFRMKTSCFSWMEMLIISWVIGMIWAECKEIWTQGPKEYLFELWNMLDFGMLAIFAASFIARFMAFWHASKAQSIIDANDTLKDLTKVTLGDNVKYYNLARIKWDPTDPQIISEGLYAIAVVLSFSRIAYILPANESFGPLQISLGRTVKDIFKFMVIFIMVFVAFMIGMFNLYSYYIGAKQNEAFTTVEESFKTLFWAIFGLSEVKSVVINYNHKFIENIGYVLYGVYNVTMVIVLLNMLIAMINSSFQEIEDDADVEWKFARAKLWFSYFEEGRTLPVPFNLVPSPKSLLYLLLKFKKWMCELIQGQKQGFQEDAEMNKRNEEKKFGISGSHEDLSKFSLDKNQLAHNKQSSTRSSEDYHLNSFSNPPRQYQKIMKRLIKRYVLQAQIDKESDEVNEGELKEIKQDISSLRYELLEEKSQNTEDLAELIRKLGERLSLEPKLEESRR
KLF5 inhibitor – suppresses KLF5 promoter-driven expression. DLD-1 KLF5 promoter-luciferase reporter, luminescence. inhibition, % at 5 µM. 290,000 compounds, 0.23% hits. AID 1700;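 active means inhibition above a per-plate limit of that plate's mean compound inhibition plus 3 SD, cut at about 60% in these data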;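 further: 0% = DMSO wells and 100% = LY294002 at 200 µM; higher means less KLF5 promoter-driven luciferase light; inactives centre near -14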
MrgX1 antag – blocks BAM8-22 activation of human MrgX1 receptor; Q96LB2; MRGX1-HEK293 calcium flux, Fluo-4, BAM8-22 antagonism; stronger effect = lower value; B-score at 10 µM; 310,000 compounds, 1.3% hits; AID 588676;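 active means calcium-response B-score plate-corrected more than 3 library SD below zero, starting fluorescence within 5 deviations, no agonist response on first addition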;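 further: peak minus trough fluorescence over baseline after final BAM8-22 challenge near maximal dose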
aSyn UTR inh – 5' untranslated region of α-synuclein, MLPCN primary screen; alpha-synuclein 5'UTR reporter, inhibitor activity; inhibition, % (tested at 7.5 µM); 300,000 compounds, 0.82% hits; in the data active means inhibition above about 60%;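 further: H4 neuroglioblastoma cells stably carrying SNCA 5'UTR luciferase fusion; 0% = DMSO wells and 100% = positive control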
HIF activator – HIF pathway transcriptional activation. U2OS HRE-luciferase reporter, luminescence; normalized: DMSO 0%, desferrioxamine 100%. activation, % at 7.5 µM (by protocol). 300,000 compounds, 0.32% hits. AID 1910;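 active means mean activation of at least 10% of the iron chelator positive control signal, with at least half of replicates also reaching 10%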
TRPC4 agonist – opens the mouse TRPC4 cation channel. HEK293 TRPC4beta/mu-opioid, Fluo4 calcium fluorescence; stronger effect = higher value. B-score at 10 µM. AID 2237. 310,000 compounds, 0.49% hits. Q9QUQ5;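 active means B-score above 5 SD of library B-scores, and initial fluorescence ratio not above library mean plus 5 SD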;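 further: positive B-score marks a calcium rise read as TRPC4 activation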
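Assay system – TRPC4beta and mu-opioid receptor HEK293 stable cells · Measured by – Fluo4 fluorescence, kinetic · Schedule – dye loading 45 min room temperature, 110 s kinetic read · Read-out – B-scored integrated calcium fluorescence ratio · Controls – buffer and maximal DAMGO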
IEC-6 tox – kills IEC-6 intestinal cells in KLF5 counter-screen; IEC-6 cytotoxicity, luminescence viability; inhibition, % at 5 µM; 290,000 compounds, 0.78% hits; AID 1825; in the data active means inhibition above about 22%;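 further: 0% = plate median of test compound wells and 100% = cytotoxic reference compound wells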
TRPC4 inh – inhibitors of mouse TRPC4 channel. HEK293 TRPC4beta/mu-opioid, DAMGO-evoked Fluo4 calcium flux; stronger effect = lower value. B-score at 10 µM. 300,000 compounds, 0.39% hits. AID 2247;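 active means B-score over 3 SD under the library average, no early fluorescence shift, positive overall ratio signal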
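Material: HEK293 cells with stable TRPC4beta plus mu-opioid receptor expression / Probe or stimulus: DAMGO in two steps, submaximal then maximal / Compound: single concentration per test compound / Technique: kinetic Fluo4 fluorescence imaging of calcium influx / Read-out: per-well B score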
TRPC6 inhibitor – inhibitors of mouse TRPC6 channel; Q61143; HEK293-TRPC6, membrane potential dye, ACh-evoked depolarization; stronger effect = lower value; B-score at 10 µM; 310,000 compounds, 1.1% hits; AID 2553;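 active means B-score under library mean minus 3 SD, initial fluorescence not abnormally high, positive integrated signal ratio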;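 further: B-score derived from integrated fluorescence ratio over the kinetic read; more negative B-score means stronger inhibition of depolarization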
SKKanGAS inh – inhibitors of SKKanGAS S. pyogenes growth in kanamycin (SK-promoter or general growth effect); BacTiter-Glo, 6 h; inhibition, % at 7.5 µM; 300,000 compounds, 1.3% hits; AID 1662;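 active means mean replicate score, as percent of positive control median, at least 50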;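 further: strain carries kanamycin resistance gene driven by streptokinase promoter and grows in 40 µg/ml kanamycin; loss of luminescence reflects streptokinase promoter inhibition or plain growth inhibition; 0% = median of DMSO wells and 100% = positive control at its reference dose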
Numbers without * were called inactive; i = inactive; . = no result given.

Below each compound: TRPC6 act, SKKanGAS inh, HIF activator, MrgX1 antag, TRPC4 PAM, aSyn UTR inh, TRPC4 inh, TRPC6 inhibitor, IEC-6 tox, KLF5 inhibitor, TRPC4 agonist
COc1ccccc1OCC(=O)N1CCN(C(=O)COc2ccccc2OC)CC1
→ i, 1, -0.2, i, i, 35, i, i, 2, 9, i
O=C(C1CCN(S(=O)(=O)c2cccnc2)CC1)N1CCN(c2cccc(Cl)c2)CC1
→ i, -5, -0.6, i, i, 27, i, i, 10, -36, i
O=C(N/N=C/c1ccc(OC2CSC2)cc1)c1ccc(CN2CCOCC2)cc1
→ i, -7, -0.5, i, i, 14, i, i, -5, -45, i
Cc1c2n(c3ccccc13)CCC2=O
→ i, -1, -22, i, i, 6, i, i, 4, -26, i
COc1ccc(-c2cnc3ccccc3n2)cc1NC(=O)CNC(=O)c1ccccc1
→ i, 5, -0.2, i, i, -48, i, i, 6, -123, i
Cc1onc(-c2c(Cl)cccc2Cl)c1C(O)c1ccc(F)cc1 (stereo not drawn)
→ i, 1, -0.1, i, i, 11, i, i, -3, -10, i
CC(=O)c1cccc(NC(=O)CNC(=O)c2cc3ccccc3o2)c1
→ i, 12, -0.2, i, i, -14, i, i, 2, -20, i
Nc1ccccc1C(=O)NNC(=O)C(=O)/C=C(\O)c1ccccc1
→ i, 24, 3.9, i, i, -139, i, i, 4, -61, i
COc1ccc(Cn2c(-c3ccc(OC)cc3)nc3ccccc32)cc1
→ i, 8, -0.3, i, i, -3, i, i, -1, -16, i
O=C(Nc1cccc(Cl)c1N1CCCC1)c1cccc(-c2cc3ccccc3oc2=O)c1
→ i, 14, 1.5, i, i, -101, i, i, -3, -19, i
O=S(=O)(NCC(c1cccnc1)N1CCN(Cc2ccccc2)CC1)c1ccccc1 (stereo not drawn)
→ i, -3, 0.0, i, i, -18, i, i, -4, -34, i
Cc1ccc2cc(CCNC(=O)c3ccc(S(=O)(=O)N4CCCCC4)cc3)c(=O)[nH]c2c1
→ i, 0, -0.1, i, i, 12, i, i, 2, -117, i
NC(=S)c1ncc(C(F)(F)F)cc1Cl
→ i, 0, -0.2, i, i, 3, i, i, 0, 2, i
CC(=O)Nc1ccc(OCC(=O)N2CCc3ccccc3C2)cc1
→ i, 0, -0.7, i, i, 8, i, i, -2, -10, i
CCC(NS(=O)(=O)c1ccc(C)cc1)C(=O)N1CCOCCOCCOCC1 (stereo not drawn)
→ i, 1, 0.4, i, i, -20, i, i, 0, -23, i
COc1ccccc1CCN1CCCC(CN(C)CC(C)(C)CO)C1 (stereo not drawn)
→ i, 0, -0.7, i, i, 8, i, i, -4, -40, i
Cc1ccc(S(=O)(=O)CC(=O)Nc2ccc(Cl)cn2)cc1
→ i, -1, -0.2, i, i, -3, i, i, -6, -30, i
Cn1c(CCNC(=O)C(C)(C)C)nc2ccccc21
→ i, -3, -0.1, i, i, -3, i, i, -3, -14, i
COc1ccccc1CN1C[C@@H]2C[C@@H](c3ccccc3C)N3CCC[C@@]23C1=O
→ i, -7, 0.0, i, i, -9, i, i, 2, -18, i
CS(=O)(=O)NN1C(=O)c2ccccc2NC1c1cccc2cccnc12 (stereo not drawn)
→ i, -3, 1.5, i, i, -16, i, i, 4, 7, i
COc1cccc(NC(=O)c2ccc3c(O)c(S(=O)(=O)c4ccccc4)c(=O)[nH]c3c2)c1
→ i, 0, -0.3, i, i, 9, i, i, 1, 4, i
CC(=O)N1CCN(C(=O)c2cccc(S(=O)(=O)NCc3ccccc3)c2)CC1
→ i, -11, -0.2, i, i, 11, i, i, ., ., i
Cc1nnc(N/N=C/c2cc([N+](=O)[O-])c(N3CCC(C)CC3)cc2N2CCC(C)CC2)n1N
→ i, 33, 2.0, i, i, -19, i, i, 103*, 44, i
Fc1ccc(NC(=S)Nc2cccc3ccccc23)cc1
→ i, 10, 3.2, i, i, -84, i, i, 8, -41, i
O=C(Nc1ccc(S(=O)(=O)NCc2ccccc2)cc1)Nc1ccc2c(c1)OCO2
→ i, 7, 1.7, i, i, -49, i, i, -8, -87, i
CCOc1ccc(NC(=O)C2CC3CCC2C3)cc1 (stereo not drawn)
→ i, 1, 1.2, i, i, -56, i, i, ., ., i
Cc1csc(SC(C)C(=O)Nc2ccc3c(c2)OCCO3)n1 (stereo not drawn)
→ i, -4, 0.4, i, i, -1, i, i, 4, -18, i
COc1ccc(C2=NN(C(C#N)c3ccc(OC)cc3)C(c3ccccc3)C2)cc1 (stereo not drawn)
→ i, 0, 2.9, i, i, -250, i, i, 6, -76, i
O=S(=O)(c1ccccc1)N1CCC(c2ccccc2)CC1
→ i, 8, -0.5, i, i, 1, i, i, ., ., i
OCC1(CCc2ccccc2)CCCN(C/C=C/c2ccccc2)C1 (stereo not drawn)
→ i, -18, 2.3, i, i, 0, i, i, -2, 0, i
c1cc(-c2ccncc2)ccn1
→ i, 2, 0.6, i, i, 14, i, i, 0, 6, i
O=C(Nc1ccccn1)C(=O)N1CCCCC1
→ i, 14, -41, i, i, -42, i, i, 2, -38, i
CCN(CC(=O)NCc1cccs1)c1ccc(S(=O)(=O)N2CCN(C)CC2)cn1
→ i, 3, 0.1, i, i, -4, i, i, -4, -30, i
Cc1ccc(Nc2ccc(C(=O)O)cc2[N+](=O)[O-])cc1
→ i, 3, -2.8, i, i, 7, i, i, 8, -37, i
Cc1cc(NC(=O)CN2CCC(n3nnc4cc(C(F)(F)F)ccc43)CC2)no1
→ i, -8, 0.3, i, i, 30, i, i, -9, -61, i
O=C(Nc1ccc(Br)cc1C(=O)O)c1ccc2c(c1)C(=O)N(Cc1ccccc1)C2=O
→ i, 76*, 0.3, i, i, -1, i, i, -5, 10, i
CS(=O)(=O)Nc1ccc(C(=O)Nc2ccc3ccccc3c2)cc1
→ i, -7, 2.7, i, i, -214, i, i, 6, -141, i
O=C(CCN1C(=O)/C(=C/c2ccccc2Cl)SC1=S)NCCCN1CCOCC1
→ i, -1, 0.3, i, i, -16, i, i, 0, -38, i
CC(=O)Nc1ccc(S(=O)(=O)N2CCN(C)CC2)cc1
→ i, 3, 0.1, i, i, -15, i, i, -8, 8, i
Cc1ccc(NC(=S)N(CCC(C)C)C(C)c2ccncc2)c(Cl)c1 (stereo not drawn)
→ i, -12, -0.3, i, i, -1, i, i, -5, -17, i
Cc1cc(-n2c(C)cc(C(=O)CN3C(=O)NC4(CCCC4)C3=O)c2C)no1
→ i, 10, 0.7, i, i, -22, i, i, 10, -21, i
Cc1ccc(NC(=O)C(=O)NNC(=O)c2ccccc2C)cc1Cl
→ i, 21, -0.4, i, i, 10, i, i, -6, 2, i
CNC(=O)Nc1ccc2nc(C)sc2c1
→ i, -8, 0.4, i, i, -52, i, i, -1, -29, i
CN=C(NC#N)SCC(=O)c1ccc(Cl)cc1Cl
→ i, -8, -0.2, i, i, 25, i, i, -8, -27, i
NS(=O)(=O)c1ccc(CCNC(=O)c2cncc(Br)c2)cc1
→ i, 0, -1.0, i, i, 5, i, i, 7, 15, i
COC(=O)[C@H](C)NC(=O)NCc1ccccc1F
→ i, 1, 0.0, i, i, -2, i, i, 0, -33, i
NC(=O)NC(=O)COC(=O)CCCSc1nc2ccccc2s1
→ i, -7, -1.2, i, i, 5, i, i, -7, 18, i
N#Cc1nc(N)nc(N(c2ccccc2)c2ccccc2)n1
→ i, 5, 0.0, i, i, -11, i, i, -7, -3, i
O=C1COc2ccc(C(=O)COC(=O)c3ccc(Cl)cc3[N+](=O)[O-])cc2N1
→ i, 16, 0.0, i, i, -7, i, i, ., ., i
CN(C)S(=O)(=O)c1cc(NC(=O)[C@H](Cc2ccccc2)N2C(=O)c3ccccc3C2=O)ccc1Cl
→ i, 11, 0.2, i, i, -28, i, i, -1, -51, i
Cc1ccc(C)c(N(CC(=O)NCCc2ccccc2)C(=O)CCC(=O)Nc2ccccn2)c1
→ i, -3, -0.9, i, i, 20, i, i, 2, -4, i
Cc1cc(Cl)ccc1OCCCC(=O)N1CCN(C)CC1
→ i, 1, -20, i, i, 5, i, i, 4, -23, i
COc1ccc(OC)c(CCNC(=O)c2ccccc2NC(=O)C2=C(C)OCCS2)c1
→ i, -4, -0.3, i, i, -8, i, i, -1, -5, i
COc1ccc(CNC(=O)CN(Cc2ccc(OC)cc2)C(=O)c2csnn2)cc1
→ i, 13, -0.1, i, i, 6, i, i, 2, 4, i
C=CCOc1ccc(/C=C/C(=O)OCC(=O)NCC2CCCCC2)cc1
→ i, -6, 0.1, i, i, 5, i, i, ., ., i
COc1ccc(CNC(=O)C2CCN(S(C)(=O)=O)CC2)cc1
→ i, -5, 0.0, i, i, 8, i, i, 0, -18, i
O=C1CC(N2CCN(c3ccccc3)CC2)C(=O)N1c1cccc(Cl)c1 (stereo not drawn)
→ i, 0, -34, i, i, -4, i, i, -1, 1, i
COc1cc(NC(=O)Cn2c([N+](=O)[O-])cnc2C)c(OC)cc1Cl
→ i, -2, -1.3, i, i, 7, i, i, -14, -55, i
Cc1ccc(Cl)cc1NC(=O)CN1CCN(C(=O)C2CCCO2)CC1 (stereo not drawn)
→ i, -5, -0.4, i, i, 5, i, i, 1, -20, i
COc1ccccc1CN1CC(C(=O)NC2(c3ccccc3)CC2)CCC1=O (stereo not drawn)
→ i, 3, -0.4, i, i, 11, i, i, 0, -29, i

Continued.
Below each compound: TRPC6 act, SKKanGAS inh, HIF activator, MrgX1 antag, TRPC4 PAM, aSyn UTR inh, TRPC4 inh, TRPC6 inhibitor, IEC-6 tox, KLF5 inhibitor, TRPC4 agonist
CC(C)(C)NC(=O)c1ccc2c(c1)N(CC(=O)N1CCN(c3ccc(F)cc3)CC1)C(=O)C(C)(C)O2
→ i, 2, -0.6, i, i, 25, i, i, 3, 2, i
CC(=O)C1=C(C)NC(SCC(N)=O)=C(C#N)C1CC(C)C (stereo not drawn)
→ i, -6, 0.2, i, i, 1, i, i, 3, -9, i
Cc1nc(NC(C)C)c2cnn(CCc3ccccc3)c2n1
→ i, 0, 1.4, i, i, -133, i, i, -2, -104, i
OCC1(CCOc2ccccc2)CCN(Cc2ccc3c(c2)OCCO3)CC1
→ i, -23, -0.1, i, i, 5, i, i, 15, 17, i
O=C(COC(=O)c1ccc2c(c1)OCO2)Nc1nc(-c2ccccc2)cs1
→ i, -3, 1.0, i, i, -35, i, i, 0, -8, i
CCS(=O)(=O)NCCc1cc2c(OC)ccc(OC)c2[nH]c1=O
→ i, 3, 0.2, i, i, 10, i, i, 2, -20, i
CNc1c(NS(=O)(=O)c2ccc(Cl)cc2)c(=O)oc2ccccc12
→ i, 0, -1.6, i, i, 13, i, i, 4, 2, i
